Screening data (PubChem BioAssay)
SIAH1 antagonists = blockers of Siah-1 interaction with plectin peptide – biochemical, fluorescence polarization, rhodamine-plectin, uHTS, primary screen (AID 1817). displacement, % at 20 µM; hits with a dose series show IC50 in µM. 290,000 tested, 0.02% active. Siah-1 / rhodamine-plectin peptide fluorescence polarization; higher % means a stronger effect;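 active means displacement of at least 50% at 20 µM, with a fluorescence ratio check between 0.3 and a set limit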;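 further: plate controls were Siah plus tracer with DMSO for no effect and tracer alone without Siah for full effect; strong numbers were not always called active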
GPR55 activation = selective activators of receptor GPR55 – imaging, U2OS cells, beta-arrestin-GFP redistribution, primary screen (AID 1961) | U2OS GPR55 beta-arrestin-GFP redistribution imaging; higher % means a stronger effect | activation, % at 10 µM, or EC50 in µM where a hit was titrated | 290,000 tested, 0.048% active;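 active means activation above 40% with more than 50 cells counted in the well; inconclusive means wells holding fewer than 50 cells, flagged as toxic or sparse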;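 further: U2OS osteosarcoma cells stably expressing GPR55 and beta-arrestin-GFP; plate controls were DMSO negative control for no effect and LPI positive control for full effect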
KOR beta-arrestin-1 = KOR agonists, beta-arrestin recruitment, primary screen, cell-based, luminescence, uHTS (AID 1777); KOR beta-arrestin recruitment, luminescence; higher % means a stronger effect; activation, % at 10 µM, or EC50 in µM where a hit was titrated; 280,000 tested, 0.02% active; in the data active means activation above about 50%, passing the limit was not always enough; further: a part of the inactive calls stands beside numbers as strong as those of hits
GPR55 LPI antagonism = GPR55 antagonists blocking LPI-driven arrestin recruitment, primary screen, imaging, U2OS, beta-arrestin-GFP, LPI agonist (AID 2013) | 290,000 tested, 0.13% active | inhibition, % at 10 µM; hits with a dose series show IC50 in µM | U2OS GPR55 beta-arrestin-GFP translocation imaging, LPI antagonism; higher % means a stronger effect;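 active means spots per cell inhibited over 60%, with over 100 cells counted and total cytoplasm intensity under 500,000; inconclusive means wells with under 100 cells, flagged as likely toxic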;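 further: U2OS cells stably carrying GPR55 and arrestin-GFP stimulated by 5 µM LPI near EC80; imaged beta-arrestin-GFP aggregate spots per cell after agonist stimulation; plate controls were LPI-stimulated DMSO wells for no effect and DMSO wells without LPI for full effect; some results filed as inactive read as strong as hits; confirmed hits need IC50 under 10 µM and bright autofluorescent wells are also inconclusive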
AID2073 = disruptors of CaV2.2 binding to Mint1 – biochemical, HTRF (AID 2073) | 290,000 tested, 0.19% active | HTRF protein-protein interaction, Mint1-CaV2.2; higher % means a stronger effect | inhibition, % at 20 µM, or IC50 in µM where a hit was titrated; in the data active means inhibition mostly above about 51%, no sharp cut-off; inconclusive means no clear call, values can overlap the other calls; inactive means mostly below about 53%; further: some results filed as inactive read as strong as hits
KOR beta-arrestin-2 = KOR antagonists, beta-arrestin recruitment, cell-based, luminescence, uHTS (AID 1778). KOR beta-arrestin recruitment, luminescence, antagonist mode; higher % means a stronger effect. inhibition, % at 10 µM, or IC50 in µM where a hit was titrated. 290,000 tested, 0.091% active; in the data active means inhibition above about 50%; further: strong numbers were not always called active
NOD1 inhibition = NOD1 signaling inhibitors, primary screen, cell-based, luminescence, uHTS (AID 1578). one-dose inhibition, % at 4 µM; EC50 in µM for titrated hits. NOD1-driven NF-kB luciferase reporter cells, luminescence; higher % means a stronger effect. 290,000 tested, 1% active; in the data active means inhibition mostly above about 36%, no sharp cut-off; inactive means mostly below about 34%;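 further: HEK-293T reporter cells stimulated with the NOD1 agonist gamma-tri-DAP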
HIV peptide binding = cell-free HIV fusion peptide-binding blockers – biochemical, uHTS, fluorescence dequenching, primary screen (AID 1986); inhibition, % at 20 µM; hits with a dose series show IC50 in µM; 290,000 tested, 0.3% active; cell-free peptide binding, fluorescence dequenching, 30 min; higher % means a stronger effect; in the data active means inhibition mostly above about 52%, no sharp cut-off; inactive means mostly below about 76%; further: some results filed as inactive read as strong as hits
GPR35 antagonists = GPR35 antagonists blocking zaprinast-driven arrestin recruitment, primary screen, imaging, U2OS, beta-arrestin-GFP, zaprinast agonist (AID 2058) | U2OS GPR35 beta-arrestin-GFP translocation imaging, zaprinast antagonism; higher % means a stronger effect | inhibition, % at 10 µM; hits with a dose series show IC50 in µM | 290,000 tested, 0.052% active;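 active means inhibition of at least 50% with at least 30 cells and total cytoplasm GFP at most 10,000,000; inconclusive means under 30 cells or total GFP of 10,000,000 plus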
* = called active by the depositor; ? = inconclusive; nt = not tested or not shown; [ ] = another dose, or the depositor's remark.

#1 O=C(O)CCCC(=O)N1CCN(C(c2ccccc2)c2ccccc2)CC1
#2 CNC(=O)CSc1nnnn1CCCOC
#3 N#Cc1c(NC(=O)CCC(=O)O)sc2c1CCCC2
#4 CCCCOc1ccc(C(=O)OCC(=O)N2CCOCC2)cc1
#5 CCCN(CC1CC1)c1nc(N)c(C#N)c(CC#N)c1C#N
#6 CCC1CCCCN1CCCNC(=O)c1cc2c(=O)oc3ccc(C)cc3c2s1 (configuration not stated)

Assay by compound,1,2,3,4,5,6
SIAH1 antagonists,-3%,-3%,-4%,-2%,-3%,-2%
GPR55 activation,-0.5%,-0.1%,-0.2%,-0.2%,-0.2%,-0.2%
KOR beta-arrestin-1,-5.2%,0.2%,0.0%,0.6%,2.1%,0.9%
GPR55 LPI antagonism,-4%,17%,4%,1%,0%,-7%
AID2073,14%,-1%,-6%,-13%,11%,10%
KOR beta-arrestin-2,26%,19%,4%,-7%,21%,-11%
NOD1 inhibition,-26%,-12%,-16%,8%,0%,-22%
HIV peptide binding,-2.5%,-2.3%,1.7%,-1.3%,1.0%,-1.1%
GPR35 antagonists,26%,-4%,7%,27%,-4%,-13%

Two entries from above, as labelled records:
[2] CNC(=O)CSc1nnnn1CCCOC
  SIAH1 antagonists: -3%	GPR55 activation: -0.1%	KOR beta-arrestin-1: 0.2%	GPR55 LPI antagonism: 17%	AID2073: -1%	KOR beta-arrestin-2: 19%	NOD1 inhibition: -12%	HIV peptide binding: -2.3%	GPR35 antagonists: -4%

[3] N#Cc1c(NC(=O)CCC(=O)O)sc2c1CCCC2
  SIAH1 antagonists: -4%	GPR55 activation: -0.2%	KOR beta-arrestin-1: 0.0%	GPR55 LPI antagonism: 4%	AID2073: -6%	KOR beta-arrestin-2: 4%	NOD1 inhibition: -16%	HIV peptide binding: 1.7%	GPR35 antagonists: 7%

Next entries:
#7 Cc1oncc1C(=O)N1CCCC(CO)(Cc2ccc(F)cc2F)C1 (configuration not stated)
#8 CCC(=O)N1CCc2cc(Br)cc(S(=O)(=O)N3CCC(C(=O)NC(C)C)CC3)c21
#9 O=C(Nc1ccccc1)N1CCC(C(=O)N2CCN(S(=O)(=O)c3cccc(F)c3)CC2)CC1
#10 O=C(Cn1c(=O)c2cccn2c2cccnc21)N1CCN(c2ccc(Cl)cc2)CC1
#11 COc1ccc(C(=O)C[n+]2ccccc2/C=N/O)cc1
#12 CC(=O)Nc1ccc(SC[C@H](CC(C)C)N2CCN(CCc3ccccc3)CCC2=O)cc1

Assay by compound,7,8,9,10,11,12
SIAH1 antagonists,4%,-3%,0%,-7%,0%,-3%
GPR55 activation,-0.1%,nt,-1.0%,0.0%,-0.2%,9µM*
KOR beta-arrestin-1,3.8%,-1.7%,nt,3.1%,0.7%,7.0%
GPR55 LPI antagonism,4%,-7%,8%,-2%,-1%,0%
AID2073,11%,-4%,0%,14%,-1%,-10%
KOR beta-arrestin-2,-16%,17%,1%,-27%,-9%,-12%
NOD1 inhibition,-7%,-23%,-2%,7%,-45%,-2%
HIV peptide binding,0.9%,-0.6%,-1.2%,1.4%,1.4%,0.2%
GPR35 antagonists,0%,-1%,1%,2%,2%,-5%

#13 NC(=O)C1CC(=O)N(c2ccc(OCc3ccc(Cl)cc3)cc2)C1 (configuration not stated)
#14 COc1ccc(OC)c(CN2CCN(Cc3cc(OC)c(OC)c(OC)c3)CC2)c1
#15 O=C(CCCC(=O)NCC1CCCO1)NCC1CCCO1 (configuration not stated)
#16 O=C(CN1C(=O)C2CC=CCC2C1=O)NC1CCCc2ccccc21 (configuration not stated)
#17 O=C(CCC(=O)Nc1ccc(Oc2ccccc2)cc1)NCCO
#18 Cc1cc(NC(=O)c2ccco2)ccc1-n1cnnn1

Assay by compound,13,14,15,16,17,18
SIAH1 antagonists,-1%,3%,0%,-2%,1%,0%
GPR55 activation,-0.1%,0.2%,-0.1%,-0.2%,0.1%,-0.1%
KOR beta-arrestin-1,-3.6%,2.8%,0.3%,12%,-4.8%,-2.2%
GPR55 LPI antagonism,0%,7%,1%,-6%,8%,-1%
AID2073,11%,-1%,-5%,3%,2%,-2%
KOR beta-arrestin-2,-5%,-20%[20 µM],-8%,-17%,-13%,28%
NOD1 inhibition,-65%,-18%,-1%,-7%,8%,2%
HIV peptide binding,-1.8%,1.6%,0.6%,0.8%,3.6%,1.5%
GPR35 antagonists,12%,5%,-4%,-19%,10%,4%

#19 Cc1cccc(C(=O)N(NC(=O)Oc2ccccc2)C(C)(C)C)c1
#20 CCOC(=O)c1cnc(C(F)(F)F)nc1Oc1ccccc1
#21 COc1ccc(N(C(=O)c2cccnc2)S(=O)(=O)c2ccc(Cl)cc2)cc1
#22 Cn1c(=O)c2c(nc(N3CCCCC3)n2CC(O)COc2ccccc2)n(C)c1=O (configuration not stated)
#23 CCn1c(CSc2nc(C)cc(C)n2)nnc1SCC(=O)Nc1cccc2ccccc12
#24 COc1ccc(C(C(=O)NC2CCCC2)N(CCO)C(=O)Cn2nnc(-c3ccc(C)o3)n2)cc1OC (configuration not stated)

Assay by compound,19,20,21,22,23,24
SIAH1 antagonists,-3%,1%,-4%,2%,-3%,4%
GPR55 activation,-0.3%,-0.2%,0.6%,-0.1%,0.0%,-0.1%
KOR beta-arrestin-1,0.1%,8.5%,-1.6%,-4.6%,-1.6%,1.7%
GPR55 LPI antagonism,2%,5%,-7%,4%,-10%,-4%
AID2073,-3%,-2%,-3%,20%,-7%,15%
KOR beta-arrestin-2,-21%,-23%,-11%[20 µM],1%,14%,-25%
NOD1 inhibition,-14%,10%,10%,-30%,-14%,-33%
HIV peptide binding,-1.0%,-0.4%,-0.2%,-1.1%,0.0%,0.6%
GPR35 antagonists,15%,5%,6%,-10%,3%,-2%

#25 Cc1cc(Br)ccc1OCCCCN1CCC(C)CC1
#26 O=C(CNCc1cccc(Cl)c1)N1CCc2ccccc2C1
#27 Cc1cc(C)n2cc(CSc3nc4cc(Cl)ccc4o3)nc2n1
#28 O=C(Nc1nnc(C2=COCCO2)o1)c1ccc(S(=O)(=O)N2CCOCC2)cc1
#29 CCSC(=S)c1c(C)[nH]n(-c2ccccc2)c1=O
#30 Cc1ccc(C(=O)Nc2ccc(C(=O)N3CCCCC3)cc2)o1

Assay by compound,25,26,27,28,29,30
SIAH1 antagonists,4%,3%,-5%,-2%,1%,8%
GPR55 activation,-0.2%,-0.1%,-0.2%,0.1%,-0.2%,0.0%
KOR beta-arrestin-1,-2.1%,-0.6%,6.9%,-2.4%,nt,0.1%
GPR55 LPI antagonism,33%,7%,-8%,16%,-4%,12%
AID2073,3%,14%,-3%,-2%,-20%,3%
KOR beta-arrestin-2,-19%,-14%,-85%,-6%,-10%,-2%
NOD1 inhibition,-38%,-1%,-4%,-10%,2%,-34%
HIV peptide binding,2.9%,0.0%,-0.2%,0.2%,3.3%,-0.4%
GPR35 antagonists,-1%,-10%,-4%,-13%,2%,3%

#31 CCOC(=O)C1CCN(C(c2cc3ccc(C)c(C)c3[nH]c2=O)c2nnnn2C2CCCCC2)CC1 (configuration not stated)
#32 N#CC(C#N)=c1ccc2c(c1)N1C(c3ccccc3)=CC(c3ccccc3)C3CCCCC31N=2 (configuration not stated)
#33 CCCN(CCC)C(=O)Cn1c(=O)c2ccccc2n2c(=S)sc(-c3ccccc3C)c12
#34 CCN(CC(=O)N1CCCC1)S(=O)(=O)c1cc(C)ccc1OC
#35 CC(C)CC(CO)N1CCN(C(=O)c2cccc(C(F)(F)F)c2)CCC1=O (configuration not stated)
#36 CCN(CC)CCOc1c(Br)ccc2c1sc1nc3n(c(=O)c12)CCC3

Assay by compound,31,32,33,34,35,36
SIAH1 antagonists,5%,-6%,-8%,-2%,-5%,-1%
GPR55 activation,0.3%,0.0%,-0.2%,0.6%,0.4%,-0.1%
KOR beta-arrestin-1,-4.6%,-1.6%,-0.7%,nt,-0.3%,-0.2%
GPR55 LPI antagonism,-3%,-7%,-5%,4%,1%,16%
AID2073,28%,6%,-28%,-1%,-2%,-1%
KOR beta-arrestin-2,-37%,-26%,-24%,-29%[20 µM],20%,-10%
NOD1 inhibition,-5%,-1%,-22%,3%,-28%,-42%
HIV peptide binding,-3.3%,-5.1%,4.3%,-0.7%,0.9%,2.3%
GPR35 antagonists,-4%,15%,4%,10%,-6%,12%

#37 CC(C(=O)Nc1ccccc1F)N1CCN(C)CC1 (configuration not stated)
#38 COc1cccc(CNC(=O)C2CCCN(S(=O)(=O)c3c(C)n[nH]c3C)C2)c1 (configuration not stated)
#39 Cc1ccc(CNCC(O)(c2ccc(F)cc2)c2ccc(F)cc2)cc1
#40 COc1ccc(/C=N/Nc2cc(C)nc3ccccc23)cc1
#41 C/C(CC(=O)Nc1ccc(Cl)cc1C(F)(F)F)=N\NC(=O)c1cccs1
#42 COc1ccc(-c2cc(C(F)(F)F)c(C#N)c(SCC(=O)Nc3nc(C)co3)n2)cc1

Assay by compound,37,38,39,40,41,42
SIAH1 antagonists,10%,-1%,4%,0%,0%,-2%
GPR55 activation,0.0%,-0.2%,0.0%,-0.2%,0.3%,-0.3%
KOR beta-arrestin-1,0.7%,-3.7%,-3.4%,2.9%,-0.3%,-2.1%
GPR55 LPI antagonism,16%,13%,16%,6%,12%,17%
AID2073,5%,8%,31%,-10%,-4%,?
KOR beta-arrestin-2,4%,8%,-9%,-57%,6%,-1%
NOD1 inhibition,-2%,-21%,9%,-26%,-11%,-38%
HIV peptide binding,1.8%,2.0%,-2.3%,-1.4%,-1.3%,0.2%
GPR35 antagonists,11%,-4%,4%,-9%,-9%,14%

#43 CCOc1ccc(N2CC(C(=O)NCCc3ccc(F)cc3)CC2=O)cc1 (configuration not stated)
#44 O=C(CNC(=O)c1ccc(Cl)cc1)OCC(=O)c1ccc2c(c1)OCCO2
#45 O=C(Nc1ccc2c(c1)C(=O)NC2=O)c1ccc(S(=O)(=O)N2CCCC2)cc1
#46 CS(=O)(=O)N(CC(=O)N1CCCC1)Cc1ccccc1
#47 O=C(Nc1ccccc1OC(F)F)c1ccc(Br)o1

Assay by compound,43,44,45,46,47
SIAH1 antagonists,-3%,-2%,-1%,5%,0%
GPR55 activation,-0.1%,-0.1%,-0.1%,-0.1%,-0.1%
KOR beta-arrestin-1,9.6%,-7.0%,-4.9%,nt,-6.1%
GPR55 LPI antagonism,3%,2%,12%,4%,2%
AID2073,8%,11%,8%,-2%,9%
KOR beta-arrestin-2,12%,-11%,20%,-30%[20 µM],4%
NOD1 inhibition,47%,18%,-46%,-27%,-30%
HIV peptide binding,1.4%,-1.3%,0.5%,0.9%,-0.3%
GPR35 antagonists,6%,-6%,-5%,5%,-14%

The list is partial (hit frequency here may not be typical).
